# Source: PubChem
# S100A4 MyoIIA: blocks human S100A4 binding to myosin IIA peptide; inhibition, % at 10.7 µM; AID 652163; S100A4/TAMRA-MyoIIA peptide fluorescence polarization; 360,000 tested, 0.14% active; P26447;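 active = mean inhibition of at least 70% across replicates, with every replicate also reaching that level; inconclusive = mean inhibition reaches 70% but some replicates fall short; inactive = mean inhibition below 70%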
# Target sequence (P26447 whole entry, looked up): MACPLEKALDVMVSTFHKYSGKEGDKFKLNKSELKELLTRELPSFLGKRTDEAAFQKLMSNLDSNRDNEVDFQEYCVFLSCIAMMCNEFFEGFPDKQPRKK
#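 Material: S100A4 monomer (human). Medium: Calcium-containing HEPES buffer, pH 7.2. Probe or stimulus: labelled myosin peptide probe, 5 nM. Compound dosing: one concentration per compound. Timing: polarization read 5 min after assay mix addition, stable 5–60 min. Benchmarks: DMSO as neutral control, TFP as positive control.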
# ERp5 block: inhibitors of human ERp5; Q15084; ERp5 insulin aggregation, absorbance 650 nm, 90 min; inhibition, % at 9.99 µM; 350,000 tested, 0.05% active; AID 651711;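 active = mean replicate inhibition above about 25%, with every replicate also reaching it, limit read from the data, passing the limit was not always enough; inconclusive = only one of those two criteria met; inactive = neither criterion met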
# Target sequence (Q15084 whole entry, looked up): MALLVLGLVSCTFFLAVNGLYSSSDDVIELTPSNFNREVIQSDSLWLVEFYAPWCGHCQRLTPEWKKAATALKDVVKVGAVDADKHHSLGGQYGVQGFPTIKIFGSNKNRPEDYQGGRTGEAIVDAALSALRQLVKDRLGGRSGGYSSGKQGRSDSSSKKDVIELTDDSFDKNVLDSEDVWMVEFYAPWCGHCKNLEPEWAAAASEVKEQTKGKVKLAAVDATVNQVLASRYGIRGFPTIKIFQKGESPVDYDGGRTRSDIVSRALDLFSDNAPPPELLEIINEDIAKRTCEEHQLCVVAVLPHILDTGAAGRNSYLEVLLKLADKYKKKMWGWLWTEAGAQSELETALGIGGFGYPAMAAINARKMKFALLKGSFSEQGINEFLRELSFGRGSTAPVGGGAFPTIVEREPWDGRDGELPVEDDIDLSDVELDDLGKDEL
# DENV2 CPE rescue: protects cells from dengue virus 2 cytopathic effect; DENV2-infected cells, cytopathic effect rescue, plate reader; CPE inhibition, % at 9.99 µM; 350,000 tested, 1.7% active; in the data active = CPE inhibition above about 20%, passing the limit was not always enough; inconclusive = no clear call, values can overlap the other calls; tested in BHK-21 cells;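 also: 0% = median of neutral control wells and 100% = median of positive control wells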
# PglD inh: inhibitors of Campylobacter jejuni PglD acetyltransferase; purified PglD enzyme, DTNB colorimetric CoA detection; inhibition, % at 12.5 µM; 360,000 tested, 0.098% active; in the data active = inhibition above about 16%, passing the limit was not always enough; inconclusive = no clear call, values can overlap the other calls; also: strong numbers were not always called active
# SIRT5 block: inhibitors of human sirtuin-5 desuccinylase. 330,000 tested, 1.1% active. inhibition, % at 15 µM. Purified SirT5, succinyl-peptide AMC, trypsin-coupled fluorescence. Q9NXA8; in the data active = inhibition above about 15%; inconclusive = no clear call, values can overlap the other calls
# Target sequence (Q9NXA8 whole entry, looked up): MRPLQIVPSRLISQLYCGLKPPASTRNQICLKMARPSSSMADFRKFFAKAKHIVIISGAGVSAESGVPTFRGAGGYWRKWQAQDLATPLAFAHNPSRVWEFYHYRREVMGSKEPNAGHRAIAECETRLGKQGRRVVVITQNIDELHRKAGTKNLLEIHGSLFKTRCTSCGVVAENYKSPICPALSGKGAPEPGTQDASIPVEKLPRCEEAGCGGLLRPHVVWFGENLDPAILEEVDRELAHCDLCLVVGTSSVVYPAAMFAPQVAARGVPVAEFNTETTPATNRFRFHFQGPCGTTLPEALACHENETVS
# E-sel inducer: E-selectin induction on HUVECs. P16581. HUVEC E-selectin immunofluorescence imaging; normalized: neutral wells 0, TNF-alpha wells 100. activation, % at 7.58 µM. 260,000 tested, 0.37% active. AID 686992;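 active = mean E-selectin-positive cell signal at least 10% of the positive control, reached in at least 60% of replicates, without over 20% cell loss; inconclusive = no rule given, readout overlaps actives, possibly toxicity-flagged; inactive = the rest, including those meeting only one limit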;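 also: in these data hits start at about 27%; measured in HUVEC primary endothelial cells; signal is the percent of cells scored E-selectin positive by PE staining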
#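 Read-out basis: % PE-positive cells; Test system: HUVEC primary endothelial cells; Technique: immunofluorescence imaging; Dosing: single-point compound dose.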
# C2C12 statin: protects C2C12 myotubes from simvastatin toxicity. AID 602340. rescue of ATP level, % at 7.49 µM. 330,000 tested, 0.78% active. ATP luminescence, 48 h; scaled: DMSO 0, geranylgeraniol control 100;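 active = mean ATP rescue above about 67%, or every replicate alone reaching that limit, limit read from the data, passing the limit was not always enough; inconclusive = no clear call, values can overlap the other calls; inactive = mean under the limit and some replicate under it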;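 also: myotubes were challenged with 10 µM simvastatin during compound exposure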
# The depositor's hits bear a star; ? = inconclusive; . = not tested or not shown; & = joins results of further samples. The list is partial. The share of hits here may be higher or lower than overall.
molecule	S100A4 MyoIIA	ERp5 block	DENV2 CPE rescue	PglD inh	SIRT5 block	E-sel inducer	C2C12 statin
O=C1CC(c2ccccc2)C(=O)N2C(=O)CC(c3ccccc3)C(=O)N12 (stereo not drawn)	3	4	0	-2	.	-0.1	2
COc1ccccc1CN1C2CCCC1CC(NC(=O)/C=C/c1ccccc1)C2 (stereo not drawn)	-4	4	.	.	-8	2.1	.
O=C(O)c1ccccc1NC(c1ccccc1)c1ccc2cccnc2c1O (stereo not drawn)	2	-1	4	.	.	-0.3	.
COC(=O)[C@]12CCCCC=C1N(Cc1ccc3c(c1)OCO3)C(=O)[C@H](CC(=O)NCCC(C)C)C2	-2	5	-7	.	.	-0.2	.
CO[C@@H]1CN(C)C(=O)c2ccc(NC(=O)C3CCC3)cc2OC[C@@H](C)N(Cc2nccs2)C[C@@H]1C	17	0	0	-2	9	-0.1	-13
CC(C)Cc1ccc(S(=O)(=O)Nc2ccc3[nH]c(=O)[nH]c3c2)cc1	-5	-1	3	-9	-2	-0.3	2
O=C(CCCc1nc(-c2ccccc2)no1)NC1CCCC1	-1	6	-4	-3	1	.	6
CCCNC(=O)N1[C@H](CO)[C@@H]2c3ccccc3N(C(=O)C3CCOCC3)C[C@@H]21	-3	3	10	1	1	0.9	14
CN(C)CCNC(=O)C(=O)NCC(c1ccc2c(c1)OCO2)N1CCN(c2ccc(F)cc2)CC1 (stereo not drawn)	-2	1	4	3	-8	.	15
CN(C)c1ccnc(Oc2ccc(F)cc2)c1C#N	-16	-4	13	-4	1	.	16
CN(C(=O)C(C)(C)C)c1ccc(OCC(=O)N2CCc3ccccc3C2)cc1	0	1	-4	5	-4	0.0	-2
Cc1ccc(-c2cc(Cc3ccccc3)c(=O)[nH]n2)cc1	-7	1	0	-6	-3	.	.
CO[C@H](CN(C)Cc1nccs1)[C@@H](C)CN([C@H](C)CO)S(=O)(=O)c1ccc(F)cc1	6	-1	0	4	0	0.5	0
CCc1csc(N2[C@@H](C#N)[C@@H](c3ccccc3-c3ccc(F)cc3)[C@@H]2CO)n1	2	1	5	.	14	-0.1	.
O=C(NNS(=O)(=O)c1ccc(F)cc1F)c1csc(-c2cccnc2)n1	-5	.	6	3	-3	.	.
COc1ccccc1NC(=O)NCCN1CCN(c2cccc(Cl)c2)CC1	-5	1	-4	3	-2	0.1	-4
CCc1cccc2c(C(=S)N3CCCC3)c[nH]c12	-1	6	-6	-2	.	.	-9
C[C@@H]1CCCCO[C@@H](CN(C)C(=O)Cc2ccccc2)[C@@H](C)CN([C@H](C)CO)C(=O)c2cc(NC(=O)Cc3ccccc3)ccc2O1	-1	5	14	1	1	-0.3	-41
O=C(C[C@@H]1CC[C@H]2[C@@H](COC[C@@H](O)CN2C(=O)c2ccc(F)cc2)O1)NCCCN1CCOCC1	-1	0	2	2	2	0.0	-1
CCN(CC(=O)Nc1c(F)cccc1F)C(=O)c1cccnc1SC	5	4	?	-7	0	0.3	-6
CCCCNC1(C#N)CCN(Cc2ccccc2)CC1	-2	1	-4	-2	-2	0.0	5
Cc1ccc(S(=O)(=O)NCC[C@@H]2CC[C@H](NS(=O)(=O)c3ccccc3Cl)[C@H](CO)O2)cc1	-2	-1	14	-1	0	-0.2	-2
CCn1cc(C(=O)N2CCc3ccccc32)c(=O)c2cc(S(=O)(=O)N3CCCC3)ccc21	-3	0	.	.	2	.	.
Cc1ccc(-n2nc3c(c2NC(=O)C2CCCC2)CS(=O)(=O)C3)cc1	-1	-4	8	8	-4	.	19
Cc1c(C(=O)N(Cc2ccc(F)cc2)C2CCS(=O)(=O)C2)oc2ccccc12 (stereo not drawn)	14	0	5	-1	-1	.	3
C[C@@H]1CCCCO[C@H](CN(C)CC2CC2)[C@@H](C)CN([C@H](C)CO)C(=O)c2cc(NC(=O)Nc3ccc4c(c3)OCO4)ccc2O1	-21	-1	7	5	-1	1.8	.
CC(C)c1nnc(NC(=O)C2CCN(C(=O)Nc3ccc(Cl)cc3)CC2)s1	4	0	3	0	-4	.	4
Cc1ccc(CS(=O)(=O)CC(C)(O)c2ccccc2)cc1 (stereo not drawn)	1	2	?	-4	-6	0.3	-1
CCC(=O)Nc1ccc2c(c1)C(=O)N(C)C[C@@H](OC)[C@H](C)CN(C(=O)Cc1cccnc1)[C@@H](C)CO2	5	-2	-1	1	1	-0.1	6
CC1CCN(S(=O)(=O)c2ccc3c(c2)N(CC(=O)NCCCN2CC(C)CC(C)C2)C(=O)CS3)CC1 (stereo not drawn)	-5	1	4	2	-2	.	-14
O=C(C1CC1)N1[C@@H](CO)[C@@H]2c3ccccc3NC[C@@H]21	-4	-1	95*	3	-3	0.0	3
CCn1c(COc2ccc(C)cc2)nnc1SCc1ccc(C#N)cc1	0	-8	-2	2	1	.	-7
C[C@@H]1CN([C@H](C)CO)S(=O)(=O)c2ccc(-c3ccccc3)cc2O[C@@H]1CN(C)S(C)(=O)=O	-2	8	2	0	0	-0.2	-12
COc1ccc(C)cc1NC(=O)C1CC(=O)OC12CCCCC2 (stereo not drawn)	-1	2	.	3	0	.	-4
O=S(=O)(NCC[C@@H]1CC[C@H](NS(=O)(=O)c2cccc(F)c2)[C@H](CO)O1)c1cccc(F)c1	21	4	?	.	-13	0.3	.
COc1ccc(NC(=O)Nc2cccc3c2O[C@@H](CN(C)S(=O)(=O)c2ccccc2)[C@H](C)CN([C@H](C)CO)C3=O)cc1	-5	14	-3	0	-1	-0.7	7
COC(=O)c1sccc1NC(=O)CC1C(=O)NCCN1C(=O)c1c(F)cccc1Cl (stereo not drawn)	9	.	-3	0	-4	.	-1
C[C@@H]1CN([C@H](C)CO)C(=O)c2cc(NC(=O)NC3CCCCC3)ccc2O[C@@H]1CN(C)C(=O)Nc1cccc2ccccc12	-11	18	-5	-2	1	0.1	19
Cc1ccccc1C(=NCCCN(C)C)c1ccccc1C	5	?	-4	0	2	0.0	-14
CCc1ncc(C(O)c2cccc(OC)c2OC)n1C (stereo not drawn)	3	2	-9	0	-2	.	-23
COc1ccc(CN(C)CC(=O)NC(=O)NC2CCCCC2)cc1	-2	-4	-1	0	0	.	-15
C[C@H]1CN([C@@H](C)CO)C(=O)Cc2cc(NC(=O)CCC(F)(F)F)ccc2O[C@@H]1CN(C)C(=O)NC1CCCCC1	-2	4	-10	4	-4	0.1	22
Cc1nc(-c2nnc(SCC(=O)Nc3ccc(Cl)cc3)n2C)cs1	0	-3	-1	.	-3	.	-2
Cc1ccn2c(NC3CCCC3)c(-c3ccncc3)nc2c1	2	-2	-2	1	-2	.	-18
NS(=O)(=O)c1ccccc1	2	0	2	.	-5	.	.
COC(=O)[C@@H]1CCCN1C(=O)CCc1nnc(CCC2CCCCC2)o1	-7	4	-6	.	-2	.	.
O=C(CNC(c1ccccc1)c1ccccc1)Nc1ccccc1-c1ccccc1	-1	0	4	.	4	1.5	.
COc1ccc(-c2cnc3c(c2)C(=O)N([C@@H](C)CO)C[C@H](C)[C@@H](CN(C)C(=O)C2CCOCC2)O3)cc1	-1	2	-6	-3	-2	-0.2	-18
COc1ccc(OC)c(/C=N/c2c(-c3ccc(O)c(OC)c3)nc3ccccn23)c1	-5	1	1	-2	0	.	3
O=CN1CCN(C(=O)c2ccc3c(c2)OCO3)CC1	3	-10	-2	-4	-2	0.1	-10
CNC[C@@H]1Oc2ccc(NC(=O)c3ccncc3)cc2CC(=O)N([C@@H](C)CO)C[C@H]1C	-1	2	-1	0	-2	-0.1	-6
Oc1ccc(N=Cc2c(O)ccc3ccccc23)cc1	5	0	3	-5	-4	.	5
CCOc1ccc(NC(=O)NNC(=O)c2ccc(CC)s2)cc1	-6	5	-1	.	1	2.2	.
C[C@H](CO)N1C[C@H](C)[C@H](CN(C)Cc2ccccc2)Oc2cc(C#CC3CC3)ccc2S1(=O)=O	-1	1	-2	-1	-1	0.0	30
COC(=O)C[C@@H]1C=C[C@@H](NS(=O)(=O)c2ccccc2F)[C@@H](CO)O1	0	2	-4	-1	0	0.1	-14
COc1ccccc1N1CCN(C(=O)CSc2nc3ccccc3[nH]2)CC1	-1	7	0	5	-1	.	0
O=C(CNC(=O)c1ccc2ccccc2c1)Nc1ncccc1O	3	-1	-3	0	-4	0.1	5
CN(C)c1cccc(C(=O)Nc2ccc(N3CCOCC3)cc2)c1	15	3	.	-6	1	.	0
CN1CCN(CCOc2ccc(-c3ccccc3)cc2)CC1	5	-1	49*	-3	-2	.	-8
CCOc1ncccc1C(=O)OCC(=O)c1cc(OC)c(OC)c(OC)c1	0	-4	-5	0	-4	1.1	.

# Marked active in DENV2 CPE rescue, of those listed so far:
Structure | S100A4 MyoIIA | ERp5 block | DENV2 CPE rescue | PglD inh | SIRT5 block
O=C(C1CC1)N1[C@@H](CO)[C@@H]2c3ccccc3NC[C@@H]21 | -4 | -1 | 95* | 3 | -3
CN1CCN(CCOc2ccc(-c3ccccc3)cc2)CC1 | 5 | -1 | 49* | -3 | -2

# Next compounds follow.
molecule	S100A4 MyoIIA	ERp5 block	DENV2 CPE rescue	PglD inh	SIRT5 block	E-sel inducer	C2C12 statin
O=C(C[C@H]1CC[C@@H]2[C@H](COC[C@@H](O)CN2C(=O)C2CC2)O1)NCc1ccccc1Cl	-1&2	-5&5	-6&-3	0	0	-0.1&-0.1	5
CCCCCCCCN1C(=O)[C@H](CC(=O)N2CCSCC2)C[C@@]2(C(=O)OCC)CCCC=C12	-1	11	0	.	13	0.0	.
O=C(O)/C=C\C(=O)NNC(=O)c1cc(-c2ccccc2)n[nH]1	0	5	6	4	-3	.	.
CCOc1ccc(Cl)cc1S(=O)(=O)N1CCC(C(=O)NCc2ccccn2)CC1	7	-1	?	2	-3	0.0	2
CC12CN3CC(C)(CN(C1)C3c1ccccc1F)C2 (stereo not drawn)	-4	-2	-1	.	-4	-0.2	.
Cc1ccc(S(=O)(=O)N2CCc3ccccc3C2CC(=O)O)cc1 (stereo not drawn)	3	-1	0	.	-1	-0.5	-1
CCCNC(=O)C[C@@H]1CC[C@H]2[C@@H](COC[C@H](O)CN2Cc2ccc(Cl)c(Cl)c2)O1	4	2	-9	1	6	-0.1	-2
CCCCn1nnnc1C(c1cc2ccccc2o1)N1CCN(C/C=C/c2ccccc2)CC1 (stereo not drawn)	-4	1	2	3	3	.	21
CC1=C(C(=O)OC(C)C)C(c2ccc(Cl)cc2)n2c(sc(=Cc3ccc(OCC(=O)O)cc3)c2=O)=N1 (stereo not drawn)	-2	-6	3	3	.	-0.4	16
CCN1CCCC1CNS(=O)(=O)c1cccc(C(F)(F)F)c1 (stereo not drawn)	2	2	7	.	5	4.7	.
O=S(=O)(N[C@H]1CC[C@@H](CCn2cc(-c3ccc(F)cc3)nn2)O[C@H]1CO)c1ccccc1F	10	3	3	6	-3	1.1	-4
O=C(CN1C(=O)/C(=C/c2ccccc2Cl)SC1=S)NC1CCS(=O)(=O)C1 (stereo not drawn)	-5	5	-4	-5	9	-0.1	6
Cc1ccc(S(=O)(=O)Nc2ccc3c(c2)C(=O)N([C@H](C)CO)C[C@H](C)[C@@H](CN(C)C(=O)Nc2ccc(C(F)(F)F)cc2)O3)cc1	-1	4	-2	-2	-3	0.0	-7
CCCCCC(=O)N1CC2(CC)CN(C(=O)CCCCC)CC(CC)(C1)C2=O	3	-4	4	-1	1	2.5	2
